CDK5 p35 inh = inhibitors of human CDK5/p35 kinase; inhibition, % at 10 µM; Q00535+Q15078; 0.01% of 330,000 active; Recombinant CDK5/p35, ADP-Glo luminescence, 60 min;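 active means highest replicate inhibition of at least 50% and at least 75% of replicates reaching 50%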;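 further: plate controls were DMSO neutral control for no effect and GW8510 at 10 µM for full effect; many of its hits are not listed in these tables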
Target sequence (Q00535 whole entry, looked up): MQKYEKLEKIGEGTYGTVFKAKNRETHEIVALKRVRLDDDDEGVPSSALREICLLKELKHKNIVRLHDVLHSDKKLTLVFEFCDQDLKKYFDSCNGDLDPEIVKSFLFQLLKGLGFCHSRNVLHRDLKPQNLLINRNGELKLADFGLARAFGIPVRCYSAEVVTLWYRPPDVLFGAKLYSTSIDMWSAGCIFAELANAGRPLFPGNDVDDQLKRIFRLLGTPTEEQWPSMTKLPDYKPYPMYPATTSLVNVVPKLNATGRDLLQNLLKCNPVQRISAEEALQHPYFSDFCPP
Target sequence (Q15078 whole entry, looked up): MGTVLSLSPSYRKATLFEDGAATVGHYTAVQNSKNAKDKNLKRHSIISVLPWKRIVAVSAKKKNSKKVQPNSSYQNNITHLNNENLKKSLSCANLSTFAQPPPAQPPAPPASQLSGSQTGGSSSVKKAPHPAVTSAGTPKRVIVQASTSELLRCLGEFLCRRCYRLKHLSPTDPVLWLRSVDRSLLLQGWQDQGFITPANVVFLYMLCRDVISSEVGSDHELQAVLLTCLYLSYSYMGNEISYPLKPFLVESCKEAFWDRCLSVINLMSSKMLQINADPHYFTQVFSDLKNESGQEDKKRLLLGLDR
Tat transport = E. coli Tat transport inhibition; 0.036% of 340,000 active; inhibition, % at 10 µM; AID 488895; E. coli MC4100 TorA-mCherry Tat export, fluorescence;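 active means mean replicate inhibition at least 50% and at least half of replicates individually reaching 50%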;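 further: exported cargo escapes ClpAP degradation while cytoplasmic cargo is degraded and loses fluorescence; 0% = median of neutral control wells and 100% = median of NaSCN control wells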
CAL PDZ FP-1 = inhibitors of human CAL PDZ peptide binding; 0.92% of 300,000 active; inhibition, % at 24.9 µM; AID 602252; purified CAL PDZ, TMR-peptide fluorescence polarization, 1 h; Q9HD26;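 active means mean inhibition of at least 30% with at least half of replicates also reaching 30%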;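 further: 0% = DMSO neutral control and 100% = excess unlabeled competitor peptide PRC23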
Wnt act = activates Wnt/beta-catenin signaling in a reporter cell assay; activator, plate reader; activation, % at 9.35 µM; 1.2% of 300,000 active; AID 743398; in the data active means activation above about 30%, passing the limit was not always enough;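 further: 0% = neutral control wells and 100% = positive control wells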
cardiac RTF act = cardiac RTF calcium sensitization; IANBD-labeled TnC RTF fluorescence at EC20 calcium; 0% EC20 calcium, 100% full calcium; activation, % at 7.2 µM; 0.24% of 340,000 active; P19429+P45379;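 active means activation above the mean over all tested compounds plus 3 SD, cut at about 30% in these data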;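 further: rise in fluorescence read as greater calcium sensitivity of cardiac thin filaments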
MITF TRPM1 HTS = MITF TRPM1 promoter activation in melanoma cells; 0.75% of 300,000 active; activation, % at 12.5 µM; SK-MEL-5 TRPM1-promoter luciferase, 24 h; % of positive control, neutral wells = 0; AID 588334;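 active means mean activation of at least 80% with every replicate also reaching 80%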;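 further: 0% = neutral control wells and 100% = parthenolide positive control wells; values of inactives mirror those of a sister screen read the other way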
dFosB act = activators of mouse delta FosB homodimer; P13346; purified delta FosB, TAMRA-CDK5 oligo fluorescence polarization; percent of positive-control signal above neutral wells; activation, % at 25 µM; 0.99% of 340,000 active; AID 493131;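 active means mean activation above about 17%, with every replicate also reaching it, limit read from the data, passing the limit was not always enough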;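 further: fluorescence polarization rise as delta FosB binds a TAMRA Cdk5 AP-1 oligo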
CAL PDZ FP-2 = human CAL PDZ-peptide interaction inhibition; Q9HD26; purified CAL PDZ, TMR-peptide fluorescence polarization, 1 h; inhibition, % at 20 µM; 0.02% of 330,000 active; AID 504414;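 active means highest replicate inhibition of at least 40%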;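 further: plate controls were DMSO neutral control wells for no effect and unlabeled competitor peptide control wells for full effect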
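Material – purified CerCALP PDZ construct · Detection – FP readout, S and P plane fluorescence · Measure – percent inhibition from loss of millipolarization · Controls – unlabelled peptide for full inhibition, DMSO wells as neutral · Probe or stimulus – TMR-labelled reporter peptide T*-PRC34 bound in PDZ groove · Times – 1 h at RT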
V-ATPase pHluor = yeast V-ATPase proton transport regulation by pHLuorin | S. cerevisiae, pHLuorin cytosolic pH fluorescence | response, % at 10 µM | 0.37% of 350,000 active | AID 504577; in the data active means response mostly above about 7.3%, no sharp cut-off; inactive means mostly below about 5.4%; further: actives read high; inactives centre near 0; some compounds called inactive have numbers as strong as hits
Rtt109 HAT inh = C. albicans Rtt109 histone acetyltransferase inhibition | Q5AAJ8 | purified Rtt109/Vps75, ThioGlo CoA-SH fluorescence, 4 h | inhibition, % at 34.9 µM | 0.16% of 330,000 active;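 active means inhibition of at least 50% in every replicate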
Target sequence (Q5AAJ8 whole entry, looked up): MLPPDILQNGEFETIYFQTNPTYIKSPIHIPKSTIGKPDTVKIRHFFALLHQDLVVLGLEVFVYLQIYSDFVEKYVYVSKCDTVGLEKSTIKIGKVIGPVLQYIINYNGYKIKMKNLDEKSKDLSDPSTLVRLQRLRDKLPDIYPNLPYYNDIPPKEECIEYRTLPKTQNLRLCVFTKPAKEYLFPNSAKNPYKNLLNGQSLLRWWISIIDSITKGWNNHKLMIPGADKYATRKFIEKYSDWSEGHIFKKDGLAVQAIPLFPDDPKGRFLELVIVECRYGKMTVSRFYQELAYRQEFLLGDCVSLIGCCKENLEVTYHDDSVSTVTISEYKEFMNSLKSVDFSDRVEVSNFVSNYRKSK
* marks the source's active call; other numbers are inactive results; . = no result given.

The line under a structure holds: CDK5 p35 inh, Tat transport, CAL PDZ FP-1, Wnt act, cardiac RTF act, MITF TRPM1 HTS, dFosB act, CAL PDZ FP-2, V-ATPase pHluor, Rtt109 HAT inh
(1) Cn1c(CCN2CCOCC2)nc2cc(NC(=O)c3cccs3)ccc21
 : 0.2, 0, 7, 0, 2, -7, 2, -2.1, -3, 3
(2) O=C(COc1ccc([N+](=O)[O-])cc1)NN=C1CCCC1
 : 0.2, -1, -7, ., -4, -2, -6, -1.6, -5, -2
(3) CC(Oc1ccccc1Cl)C(=O)N1CCOCC1 (configuration not stated)
 : -1.1, -6, -3, -2, -4, -2, 6, -0.5, -3, -1
(4) COc1cc(C(=O)N2CCN(c3ccccc3O)CC2)ccc1OCC(=O)N1CCOCC1
 : -1.0, 0, -9, 1, -1, -10, -13, -0.4, -3, 5
(5) CCOC(=O)CSc1nc2ccccc2c(=O)n1CCCCCC(=O)NCc1ccco1
 : 1.1, -10, -2, 3, -2, ., -4, -0.6, 0, -9
(6) COC(=O)c1cc2ccc(OC)c(OC)c2c(=O)s1
 : 2.0, -2, -2, 4, -1, 17, -1, -1.8, -73, 3
(7) Cc1ccc(C2CC(=O)NC(SCc3ccccc3)=C2C#N)cc1 (configuration not stated)
 : -3.5, -1, 1, -5, -6, -7, -3, -0.1, 2, 5
(8) CN(C(=O)c1cc(COc2c(F)cccc2F)on1)C1CCOC1 (configuration not stated)
 : 0.0, 0, 2, 9, 0, 55, 0, -1.2, -3, 0
(9) O=C1CC(c2ccc3c(c2)OCCO3)Oc2ccc([N+](=O)[O-])cc21 (configuration not stated)
 : -0.7, -1, 79*, -2, 0, 12, -5, 0.4, 0, 9
(10) Cc1ccc(S(=O)(=O)N2CCC[C@H]2C(=O)OCC(=O)N2CCc3ccccc32)cc1
 : -1.4, -9, 0, 0, -2, ., -14, -1.0, -2, -6
(11) CC(CNC(=O)Cn1cnc2c(OCc3ccccc3)ncnc21)c1ccccc1 (configuration not stated)
 : -3.9, -2, -3, -3, -3, -4, -5, -0.2, -1, -3
(12) CCOC(=O)N1CCN(CCC(=O)Nc2ccccc2OC)CC1
 : -1.8, 3, 0, 2, -3, 7, -2, -3.8, -2, -1
(13) O=C(NCCCN1CCOCC1)c1ccc(CS(=O)(=O)Cc2ccc(Cl)cc2)o1
 : -1.5, 14, 0, ., -4, -9, -2, -0.2, -3, 5
(14) O=C1NC(=S)NC1=Cc1ccco1
 : 2.0, -8, ., -4, -4, 8, -19, 0.7, 0, -1
(15) CC(=O)c1cccc(OCC(=O)c2cc(C)n(-c3cc(C)on3)c2C)c1
 : -0.8, -1, 1, ., 3, -11, -9, ., 2, 1
(16) Cc1ccc(N2CC(C(=O)Nc3c4c(nn3C(C)(C)C)CS(=O)(=O)C4)CC2=O)cc1C (configuration not stated)
 : -0.7, -1, ., 0, -6, -8, -3, -0.9, -1, 4
(17) CN(C)C=NC(=O)c1cc(C(=O)c2ccc(F)cc2)c[nH]1
 : -0.1, 6, -3, -1, 7, 11, -2, -3.7, 1, -9
(18) N#C/C(=C(/O)COC(=O)c1ccc(C#N)cc1)c1nc2ccccc2s1
 : 0.7, -3, 12, 6, 2, -5, -8, -0.3, 0, -13
(19) Cc1cc(C)nc(SCC(=O)c2c(N)n(C)c(=O)n(C)c2=O)n1
 : 2.1, 4, ., ., -3, 16, -17, -0.4, 0, 6
(20) Cc1c(C)n(Cc2ccc(F)cc2)c2ccc(C(=O)NCCCN3CCOCC3)cc12
 : -0.7, 1, 2, -6, -7, 4, -1, -0.9, -1, 13
(21) CCn1c(=NC(=O)c2cccc(N3C(=O)CCC3=O)c2)sc2c(OC)ccc(OC)c21
 : 0.0, -6, 0, 4, -5, 10, 1, 1.0, 2, 4
(22) CCc1sc(C(=O)NCCCN2CCCC2=O)cc1Br
 : -1.0, -4, -2, 1, 3, 5, -2, -3.0, 0, -4
(23) O=C(NCCCO)c1nnc(Cc2c(F)cccc2Cl)o1
 : 1.3, -6, -3, ., -3, 4, 2, 0.8, -6, 4
(24) Cn1c(Cc2ccccc2)n[nH]c1=S
 : 0.1, -7, 0, -2, 7, 4, 3, -1.3, 2, -3
(25) CC[n+]1c(C)sc2c(C)cc(C)cc21
 : 0.9, 1, 0, ., -7, -7, 7, -1.4, 3, 114*
(26) OC(COCC(F)(F)C(F)(F)C(F)(F)C(F)F)Cn1c2ccc(Cl)cc2c2cc(Cl)ccc21 (configuration not stated)
 : 1.5, -2, 1, ., -2, -2, -1, -0.5, -3, -1
(27) O=C1CCCC2=C1C(c1ccsc1)CC(=O)N2c1nnc(SCc2ccccc2)s1 (configuration not stated)
 : 0.6, 7, -2, -3, -3, -4, 3, -0.2, 0, 2
(28) COc1ccc(Nc2cc(C(=O)NCCCN3CCOCC3)c3ccccc3n2)c(OC)c1
 : 0.2, 3, -3, ., 6, ., -1, 0.0, 3, .
(29) CCOC(=O)c1ccc(Nc2cc(C)nc(N3CCOCC3)n2)cc1
 : -0.2, 19, ., -4, 11, ., 3, -1.8, 2, 9
(30) Oc1ccc(Nc2nc(-c3ccccc3O)nc3ccccc23)cc1
 : 2.4, 9, 5, 1, -1, -3, 11, 0.0, 3, 6
(31) Fc1ccccc1C1c2[nH]c3ccccc3c2CCN1CCCn1cccn1 (configuration not stated)
 : 0.7, 8, 1, -1, -4, -18, -6, -3.0, -1, -6
(32) C=CCNC(=S)NNC(=O)c1cccn(Cc2ccc(Cl)cc2)c1=O
 : -1.9, 3, -3, ., 4, ., -6, -1.5, 1, -11
(33) CCCCCc1ccc(-c2cn(Cc3ccc(C(=O)c4ccccc4)cc3)nn2)cc1
 : 0.6, -10, 1, 3, -10, -8, 8, 1.0, -1, -9
(34) Cc1cc(C)c(C#N)c(SCC(O)CS(=O)(=O)Cc2ccccc2)n1 (configuration not stated)
 : 0.5, -11, -1, -2, 4, 3, -8, -1.4, 1, .
(35) Cc1c(Cl)cnc(NC(=O)COC(=O)C2CCCC2)c1Cl
 : -2.1, -1, ., -4, 3, -2, -11, 0.0, -2, -9
(36) COCCNc1nc(N)c([N+](=O)[O-])c(NCCO)n1
 : 4.2, -4, -2, -3, 5, 4, 2, -0.2, 7, 0
(37) COc1ccc(NC(=O)COC(=O)CO/N=C(\C)c2ccc3c(c2)OCO3)cc1S(N)(=O)=O
 : -1.1, -2, ., 5, 2, -2, -9, -0.5, 4, 4
(38) CC(NC(=S)Nc1ccccc1Cl)C(c1cccs1)N1CCCC1 (configuration not stated)
 : 0.8, 6, 1, 8, 3, -9, -1, -2.5, 1, .
(39) COc1cc(CNCCSc2nnnn2C)cc(Br)c1OCc1ccccc1
 : 0.6, 1, -3, 2, 3, 3, -15, -2.2, 4, -1
(40) COc1cc(C(=O)Nc2c(C(=O)O)[nH]c3ccccc23)cc(OC)c1OC
 : 0.6, -1, -4, 12, 1, -2, 1, -0.9, -4, 10
(41) O=C(NCCc1c[nH]c2ccccc12)c1cc(S(=O)(=O)N2CCCCC2)ccc1N1CCOCC1
 : 0.2, -2, -2, -3, 2, ., -7, -1.0, 1, -2
(42) Fc1ccc(C2CC(c3ccco3)=Nc3ccccc3S2)cc1 (configuration not stated)
 : -2.5, 3, -3, 5, 0, -6, -3, -4.8, 1, 56*
(43) CN(CC(=O)Nc1cccnc1)S(=O)(=O)c1ccccc1
 : -0.6, -1, -1, ., -3, 14, -2, -0.5, -2, 3
(44) CCN(Cc1ccccc1)c1ccc(/C=N/NC(=S)NC(C)C)cc1
 : 1.0, -1, -2, ., 1, -3, -6, -0.9, 2, -22
(45) Nc1ccc(/C=C/C(=O)c2cccs2)cc1
 : 2.3, 1, -4, 18, 8, 70, -3, ., -3, -3
(46) C=CCOC(=O)C1=C(C)OC(N)=C(C#N)C1c1ccoc1 (configuration not stated)
 : -0.1, -3, 0, 4, 3, -14, -9, ., -2, 9
(47) Cc1ccc([N+](=O)[O-])cc1NC(=S)NC(=O)c1c(Cl)cnn1C
 : -1.1, 6, ., -1, -3, -6, 2, 0.7, 0, -3
(48) CSCCNC(=O)c1ccc(C(C)(C)C)cc1
 : 0.0, -8, 0, 11, 3, 59, 0, 0.4, -2, 3
(49) Cc1ccc(Sc2ncccc2C(=O)NCC(c2ccc(F)cc2)N2CCOCC2)c(C)c1 (configuration not stated)
 : 2.6, 2, -5, 0, -5, -8, -2, -0.8, 1, .
(50) Cc1ccc(S(=O)(=O)N2[C@@H](c3ccc(C(C)(C)C)cc3)C(C(=O)O)=CC[C@H]2c2ccc(C(C)C)cc2)cc1
 : -0.9, 11, -10, -2, -12, -8, -21, 1.5, 1, 6
(51) CCN(CC(=O)NCc1ccc(F)cc1)C(=O)/C=C/c1ccc(OC)cc1
 : -0.2, 12, -4, 0, -6, 20, -7, -0.6, 4, -2
(52) COc1ccc(C(=O)O)cc1S(=O)(=O)Nc1ccccc1Cc1ccccc1
 : -0.2, 17, 2, 0, 1, -8, 7, -2.0, -2, 3
(53) O=C(CSc1nnc(Nc2ccccc2F)s1)NC1CC1
 : 1.5, -3, ., 12, 5, 19, -9, 0.2, -1, -5
(54) Cc1ccc(-c2nc(CS(=O)(=O)CC(=O)NCCCN(Cc3ccccc3)C(C)C)c(C)o2)cc1
 : ., 7, 2, -1, -2, -13, 6, -1.8, -2, 0
(55) O=C(O)CN1C(=O)/C(=C\c2ccccc2OCc2ccc(F)cc2)SC1=S
 : -3.1, 10, -5, -5, -6, 3, 0, -3.8, -2, 0
(56) Cc1ccc(C)c(N2CCN(C(=O)CCNC(=O)Cn3ccc4ccccc4c3=O)CC2)c1
 : -1.4, 1, -2, 1, -3, ., -10, -0.2, -2, 12
(57) CC1CCN(C(=O)CN2C(=O)NC(C)(c3ccc4ccccc4c3)C2=O)CC1 (configuration not stated)
 : -0.9, 5, -3, 0, 2, ., -9, 0.1, -2, 9
(58) Cc1ccc(Cl)c(OCC(=O)NCc2ccco2)c1
 : 0.2, 3, 3, ., 0, 31, -3, -2.1, -2, 3
(59) Cn1c(=O)c(-c2ccccc2N)nc2ccccc21
 : -2.0, 4, -2, ., 4, -19, 1, -2.2, 0, 1
(60) Nc1ccc(-n2c(N)c(C(=O)NCc3ccc4c(c3)OCO4)c3nc4ccccc4nc32)cc1
 : -1.9, 6, -2, -9, -20, 16, -10, -3.1, -7, 2

Screens deposited in PubChem by several laboratories.

Rows were taken by chance; 4.1% or so of the library scored in one or more.
